Mtb BioA inh – M. tuberculosis BioA enzyme inhibitors, primary screen, biochemical, plate reader, single point, HTS; 7,8-diaminopelargonic acid synthase BioA (Mycobacterium tuberculosis); inhibition, % at 9.99 µM; purified M. tuberculosis BioA enzyme; actives 0.096% (n = 360,000); in the data active = inhibition above about 40%; inconclusive = no clear call, values can overlap the other calls
BoNT-F LC inh – BoNT/F light chain protease inhibitors, primary screen, biochemical, flow cytometry, MLPCN library | Botulinum neurotoxin type F light chain protease (Clostridium botulinum) | actives 0.22% (n = 360,000) | Multiplex microsphere protease cleavage assay | inhibition, % at 10 µM; in the data active = inhibition above about 35%, passing the limit was not always enough; inconclusive = no clear call, values can overlap the other calls; also: plate controls were buffer without enzyme for full effect and enzyme alone for no effect
UGM FP inh – M. tuberculosis UGM enzyme inhibitors, primary screen, biochemical, fluorescence polarization, single point; purified UGM, fluorescence polarization probe displacement; inhibition, % at 10 µM; UDP-galactopyranose mutase (Mycobacterium tuberculosis (strain ATCC 25618 / H37Rv)), …; actives 0.06% (n = 320,000); in the data active = inhibition above about 10%, passing the limit was not always enough; inconclusive = no clear call, values can overlap the other calls
BoNT-A LC inh2 – BoNT/A light chain protease inhibitors, primary screen, biochemical, flow cytometry, MLPCN library; inhibition, % at 10 µM; Botulinum neurotoxin type A light chain protease (Clostridium botulinum A str. ATCC 3502); multiplex microsphere protease substrate cleavage; actives 0.17% (n = 360,000); also: plate controls were buffer without enzyme for full effect and enzyme alone for no effect
Anthrax LF prot – Bacillus anthracis LF protease inhibitors, primary screen, biochemical, multiplex microsphere, MLPCN library; Lethal factor (Bacillus anthracis), P15917; multiplex microsphere protease cleavage assay; inhibition, % at 10 µM; actives 0.12% (n = 360,000); also: plate controls were buffer without enzyme for full effect and enzyme alone for no effect
Target sequence (P15917 whole entry, looked up): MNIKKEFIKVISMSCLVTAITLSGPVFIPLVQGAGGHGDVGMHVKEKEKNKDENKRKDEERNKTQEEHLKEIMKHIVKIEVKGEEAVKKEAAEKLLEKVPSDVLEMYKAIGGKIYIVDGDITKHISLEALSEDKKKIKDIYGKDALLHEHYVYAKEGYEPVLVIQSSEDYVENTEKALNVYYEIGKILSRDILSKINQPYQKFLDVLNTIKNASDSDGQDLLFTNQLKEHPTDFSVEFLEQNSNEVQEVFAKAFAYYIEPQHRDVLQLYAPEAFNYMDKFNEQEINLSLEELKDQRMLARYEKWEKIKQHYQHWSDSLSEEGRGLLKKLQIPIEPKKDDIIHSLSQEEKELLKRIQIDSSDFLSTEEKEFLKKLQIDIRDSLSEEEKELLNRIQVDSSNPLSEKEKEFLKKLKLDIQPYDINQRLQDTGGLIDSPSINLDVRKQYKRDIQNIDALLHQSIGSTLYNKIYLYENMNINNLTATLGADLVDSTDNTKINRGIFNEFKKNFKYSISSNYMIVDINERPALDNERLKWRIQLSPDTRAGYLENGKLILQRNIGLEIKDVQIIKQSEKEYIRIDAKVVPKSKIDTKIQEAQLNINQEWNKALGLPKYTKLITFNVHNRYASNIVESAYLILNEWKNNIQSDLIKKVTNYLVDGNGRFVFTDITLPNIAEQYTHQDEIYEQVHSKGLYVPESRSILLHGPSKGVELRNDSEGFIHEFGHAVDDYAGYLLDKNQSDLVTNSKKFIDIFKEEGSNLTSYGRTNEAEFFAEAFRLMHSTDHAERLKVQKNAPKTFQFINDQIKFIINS
PfHsp40 rescue – rescue of yeast from PfHsp40 toxicity, primary screen, S. cerevisiae, ATP luminescence; AID 504582, 2011; S. cerevisiae expressing PfHsp40, growth rescue; growth rescue, % at 12.5 µM; actives 0.68% (n = 340,000); in the data active = growth rescue above about 28%, passing the limit was not always enough; inconclusive = no clear call, values can overlap the other calls;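 also: yeast W303a lacking pdr1 and pdr3 grown in galactose medium; growth measured after three days at 30 °C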
FadD28 FP inh – inhibitors of FadD28 bisubstrate probe binding, primary screen, biochemical, fluorescence polarization, single point; Mycobacterium tuberculosis FadD28 fatty-acid-AMP ligase; inhibition, % at 12.5 µM; actives 0.22% (n = 360,000); AID 588549, 2011; in the data active = inhibition above about 8.5%, passing the limit was not always enough; inconclusive = no clear call, values can overlap the other calls
GDH-TPI inh – GDH-TPI coupling enzyme inhibitors, primary screen, artefact control for M. tuberculosis FBA inhibitor project, biochemical, absorbance, full deck; GDH-TPI coupled enzyme counterscreen, NADH absorbance; inhibition, % at 4.8 µM; actives 1.2% (n = 360,000); in the data active = inhibition above about 30%;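 also: 0% = DMSO wells and 100% = wells lacking the enzyme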
Mtb FBA inh – Mtb FBA enzyme inhibitors, primary screen, biochemical, fluorescence, strain H37Rv. actives 2.3% (n = 360,000). inhibition, % at 1 µM. purified M. tuberculosis FBA, fluorescence read-out; in the data active = inhibition above about 27%;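 also: 0% = vehicle and 100% = reference inhibitor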
Active calls of the source: *; ? = inconclusive; · = not tested or not shown. Rule as the data show it, unless noted: active = inhibition above about 30%; inconclusive = no clear call, values can overlap the other calls; inactive = below that.

SMILES	Mtb BioA inh	BoNT-F LC inh	UGM FP inh	BoNT-A LC inh2	Anthrax LF prot	PfHsp40 rescue	FadD28 FP inh	GDH-TPI inh	Mtb FBA inh
CC1CN(C(=O)c2cn3ccccc3n2)CC(C)O1 (configuration not stated)	0.2	-13	2.7	-0.7	-4	-0.1	-2.1	8	-3
CCOc1ccc(S(=O)(=O)NN)cc1	-0.5	-2	-0.9	0.0	-3	-0.3	-2.0	4	0
COc1cc(NC(=O)Nc2nnc([C@H]3C[C@H](O)[C@@H](CO)O3)s2)cc(OC)c1OC	0.3	-1	·	-0.1	1	·	-2.6	-4	-4
O=CNc1ccccc1	0.3	-3	-1.9	0.2	0	-2.5	-2.8	0	2
COc1cccc(C2(O)CCN(C(=O)Cc3cccnc3)CC2)c1	2.5	-7	-0.8	-0.1	0	0.5	-3.2	8	-2
S=c1[nH]c2ncccc2o1	·	2	3.5	-0.5	1	0.4	-0.6	-4	-3
N/C(=N\OC(=O)c1ccc(Cl)cc1)c1ccccn1	-0.2	8	-0.4	?	0	-2.6	-2.8	4	-4
CCOC(=O)c1sc(NC(=O)C2CCC2)cc1C	·	-4	0.6	-0.1	-2	0.0	-1.8	9	0
CCOC(=O)CSc1nc(-c2ccccn2)ncc1OC	·	8	3.3	-1.9	-4	-0.6	-2.9	-2	-2
CC(=O)Nc1ccc(N2C(=O)CSC2c2ccccc2[N+](=O)[O-])cc1 (configuration not stated)	-0.7	-5	-0.4	-0.4	2	-1.1	-1.0	8	1

Random excerpt: 5 entries already listed
SMILES	Mtb BioA inh	BoNT-F LC inh	UGM FP inh	BoNT-A LC inh2	Anthrax LF prot	PfHsp40 rescue	FadD28 FP inh	GDH-TPI inh	Mtb FBA inh
COc1cc(NC(=O)Nc2nnc([C@H]3C[C@H](O)[C@@H](CO)O3)s2)cc(OC)c1OC	0.3	-1	·	-0.1	1	·	-2.6	-4	-4
CC(=O)Nc1ccc(N2C(=O)CSC2c2ccccc2[N+](=O)[O-])cc1 (configuration not stated)	-0.7	-5	-0.4	-0.4	2	-1.1	-1.0	8	1
CCOc1ccc(S(=O)(=O)NN)cc1	-0.5	-2	-0.9	0.0	-3	-0.3	-2.0	4	0
N/C(=N\OC(=O)c1ccc(Cl)cc1)c1ccccn1	-0.2	8	-0.4	?	0	-2.6	-2.8	4	-4
O=CNc1ccccc1	0.3	-3	-1.9	0.2	0	-2.5	-2.8	0	2

New compounds follow
SMILES	Mtb BioA inh	BoNT-F LC inh	UGM FP inh	BoNT-A LC inh2	Anthrax LF prot	PfHsp40 rescue	FadD28 FP inh	GDH-TPI inh	Mtb FBA inh
Cc1ccc(Nc2nc(-c3ccc(C)cc3)c(CC(=O)O)s2)cc1	-1.4	-4	2.8	1.4	-1	0.3	-3.3	-1	1
CC1(C)C(=O)C2(CCCCC2)C(=O)OC1c1cccn1-c1ccc([N+](=O)[O-])cc1 (configuration not stated)	·	-5	1.9	0.1	1	-0.2	0.5	1	1
COc1ccc(-c2noc(CNC(=O)CCCN3C(=O)[C@H]4CC=CC[C@H]4C3=O)n2)cc1	-4.2	-1	-0.3	0.8	-2	0.2	-1.4	13	4
O=C(NC(=S)Nc1ccc(N2CCCCC2)cc1)c1cccs1	-0.8	-29	0.9	-0.8	-7	0.5	-1.9	-3	5
Oc1[nH]c2ccccc2c1N=Nc1ccccc1	1.3	0	3.5	-0.5	0	1.2	-1.1	0	-14
CCN(CC)CCNc1cc(C)nc2c1C(=O)C(=O)C=C2N1CCCCC1	-1.9	-6	1.5	-0.8	-8	-3.1	-1.0	9	-3
Nc1ccn([C@@H]2O[C@H](CNCc3cnc(N4CCOCC4)nc3)[C@@H](O)[C@H]2O)c(=O)n1	-2.0	4	·	-0.1	-8	·	-1.5	15	4
O=C(Cc1ccccc1[N+](=O)[O-])NCCc1ccc(F)cc1	-1.6	?	4.5	-1.2	-2	1.1	-0.4	2	0
O=C(NCCN1CCN(c2ccccc2)CC1)C1CCN(S(=O)(=O)c2cccc3nsnc23)CC1	·	-1	-3.3	-0.7	1	0.3	-3.6	-5	1
CN(C)CCOc1nc(-c2ccccc2)nc2c1oc1ccccc12	0.4	7	-0.9	0.7	5	-0.1	-2.8	-4	-1
CCNC(=S)NCc1ccc2c(c1)OCO2	·	-6	-2.4	-0.2	0	-0.4	-2.4	3	-2
COc1cc2c(cc1OC)CN(CC(=O)Nc1cccc([N+](=O)[O-])c1)CC2	2.1	32	3.6	0.6	-16	-0.1	-0.9	-1	5
Cc1ccnc2c1ccc1c(C)ccnc12	-4.6	22	-2.6	16	17	82*	0.2	4	1
CC(CCC(=O)O)(c1ccc(O)cc1)c1ccc(O)cc1	-0.3	-10	0.2	-0.5	-4	-0.1	-2.9	2	-2
COc1ccccc1CN1CCN(C(=O)COc2ccc3ccccc3c2)CC1	-4.8	-6	0.9	-2.2	-1	-0.6	-2.4	4	5
O=C1CN(C(=O)COC(=O)C23CC4CC(CC(O)(C4)C2)C3)c2ccccc2N1	0.0	1	-0.1	0.0	-2	-0.2	-2.8	-2	1
O=C(N/N=C/C=C/c1ccc2c(c1)OCO2)C(O)c1ccccc1 (configuration not stated)	-1.6	?	1.0	-1.5	18	-0.1	0.6	56*	2
O=C(COC(=O)c1cccc(-n2cnnn2)c1)c1ccccc1	0.2	6	-3.6	2.4	2	-0.3	0.2	9	-2
Clc1nnc2ccc(-c3ccccc3)nn12	-1.9	15	-1.2	1.0	?	0.8	-2.9	9	12
CCCCN(C)Cc1c(O)ccc2c(-c3ccccc3)cc(=O)oc12	0.3	-4	-2.8	-0.2	-4	-0.3	-3.9	2	6
O=S(=O)(c1ccc(F)cc1)N1CCN(Cc2ccccc2C(F)(F)F)CC1	-0.9	6	-1.8	1.1	0	-0.4	0.8	1	0
COCCNC(=O)N1[C@H]2CC[C@@H]1C(C(=O)OC)=C(c1ccc(-c3ccccc3)c(F)c1)C2	0.0	-2	3.5	0.7	12	0.1	-1.1	3	0
COc1ccc(CN2CCC(C)CC2)cc1OCc1ccccc1	1.9	-6	2.6	0.0	-4	-2.0	-2.0	6	2
NC(=O)[C@@H]1CCCNc2c(I)cc([N+](=O)[O-])cc2C(=O)N[C@@H](CO)C(=O)N[C@@H](Cc2ccc(O)cc2)C(=O)N1	-2.7	0	-0.3	-0.8	-1	-1.1	0.0	21	-2
CCNC(=O)NC(=O)C(C)OC(=O)CCCc1nc2ccccc2s1 (configuration not stated)	-1.9	0	-0.4	0.1	0	0.9	·	1	3
Cc1ccccc1C(=O)c1cccn1CC(=O)NCCCN1CCCCC1	·	-12	-0.2	-1.8	-6	0.2	0.9	9	-1
O=C1NC(=O)N(Cc2ccc(F)cc2)C(=O)/C1=C\c1ccoc1	-5.1	·	-0.9	·	·	1.7	11*	13	3
CCOCCCNC(=O)C(NC(=O)c1ccc(=O)[nH]c1)c1ccc(Cl)cc1 (configuration not stated)	0.0	6	1.2	0.0	-2	0.2	2.0	15	8
O=C(Nc1ccc2c(c1)OCCO2)c1ccccn1	-4.9	-7	-1.4	-0.1	-6	0.0	-2.5	-1	0
Cc1ccc(OCC(=O)Nc2ccccc2F)cc1	-2.0	?	-2.4	-1.1	-5	-0.1	-0.9	-11	0
CC(O)CN(Cc1cccc(Cl)c1)CC(C)O (configuration not stated)	1.5	8	·	1.1	1	0.8	-4.0	-5	3
Fc1ccccc1OCCCn1ccnc1	-1.1	2	0.0	-3.0	-6	-1.3	-1.3	5	1
CCOC(=O)c1c(NC(=O)c2cccs2)sc(C)c1CC	-0.7	-7	-1.3	-1.8	-2	2.8	0.7	-3	16
CN(C)C(CNC(=O)c1cc2ccccc2oc1=O)c1ccccc1 (configuration not stated)	0.3	-5	1.1	-0.4	-7	0.2	-0.7	4	7
Cc1ccc(SC(C)C(=O)NC(N)=O)c(C)c1 (configuration not stated)	·	-2	5.6	-0.6	-2	-0.3	-4.1	-10	1
COC1(NC(=O)c2ccccc2)C(C)=CC(=O)C=C1C	·	0	-2.6	-0.9	-2	-0.7	-3.1	-4	-1
COc1ccccc1C(=O)NCCCNC(=O)c1cccnc1	1.0	4	0.0	-1.8	25	-0.8	-3.1	-4	3
CCOC(=O)/C=C1\SCC(=O)N1CC(=O)NCCc1ccc(F)cc1	0.9	-3	-1.1	0.1	-4	-1.1	-5.3	-9	-3
CCOc1cc(C(=O)N=c2sccn2C)ccc1OC(F)F	-3.5	2	3.6	-1.1	-2	0.0	-1.1	24	2
Nc1nc(-c2ccc(Cl)cc2)nn1C(=O)c1ccco1	-1.6	-3	-1.1	-1.0	0	-1.4	0.2	3	2
CCc1ccc(NC(=O)C2CCCN2c2nn3c(=O)cc(C)nc3s2)cc1 (configuration not stated)	-0.4	-6	-1.1	-0.5	-3	-1.3	-3.4	6	5
CCCc1c(O)nc(SC2CC(=O)N(c3ccc(C)c(Cl)c3)C2=O)[nH]c1=O (configuration not stated)	-3.7	-5	-1.6	-0.1	2	·	-2.8	2	-3
CC(C)N(Cc1ccccc1)C(=S)Nc1cccnc1	·	1	1.7	-0.4	-11	-1.3	-3.2	9	5
CC1Cc2ccccc2N1S(=O)(=O)c1cccc2nsnc12 (configuration not stated)	0.7	-6	-2.9	0.3	-2	1.4	0.7	7	-2
Cc1ccc(S(=O)(=O)NCCCOC(=O)Nc2ccncc2)cc1	2.0	-10	0.0	-0.3	-6	-0.1	-0.3	-9	0
COc1cc(NC(=O)c2ccco2)c(OC)cc1NC(=O)Nc1ccc(Cl)cc1	-1.9	-10	-2.3	-0.1	-2	3.1	0.3	31*	7
CC1(C(=O)NS(=O)(=O)c2cccs2)CCN1C(=O)C1(c2ccccc2)CCCC1 (configuration not stated)	-1.6	1	·	-0.1	-3	·	-3.1	-6	-1
Cc1cccc(CN(C(=S)Nc2c(C)cccc2C)c2cccnc2)c1	·	1	0.4	0.2	-6	-0.1	-1.0	7	-1
CCn1c(N)c(C(=O)COC(=O)CCc2nc3ccccc3c(=O)[nH]2)c(=O)[nH]c1=O	-2.8	1	-4.0	1.5	1	-1.4	-0.5	-5	4
Cc1c(C#N)c(O)n(CCO)c(=O)c1N=Nc1ccc(S(N)(=O)=O)cc1	-0.3	-1	-4.8	-0.4	-3	-0.4	-2.9	-4	-27
Remaining list, next part
SMILES	Mtb BioA inh	BoNT-F LC inh	UGM FP inh	BoNT-A LC inh2	Anthrax LF prot	PfHsp40 rescue	FadD28 FP inh	GDH-TPI inh	Mtb FBA inh
CCCCn1c(-c2sccc2C)n[nH]c1=S	·	0	-1.0	-0.4	-1	0.0	0.1	6	17
Cc1cc(C)n2[nH]c(=O)c(N=Nc3ccccc3)c2n1	·	1	1.8	-0.6	-6	-1.1	-0.2	26	-14
OCCCNc1nc(-c2ccccc2)c2cc(Cl)ccc2n1	-4.6	·	0.4	·	·	·	-2.4	26	24
O=C(Nc1ccc(N2CCOCC2)c(Cl)c1)c1cccc(F)c1	21	-2	-0.8	0.0	-1	-0.1	0.8	7	-3
O=c1c2ccccc2ncn1/N=C/c1ccccc1	-1.2	11	1.6	2.7	-8	1.6	0.1	5	9
CCN(CC(=O)Nc1ccccc1C(F)(F)F)C(=O)CCOc1ccccc1C	-1.2	13	-0.5	1.6	4	-1.1	-1.8	4	2
Fc1c(F)c(F)c(NC2=NCCCCC2)c(F)c1F	-0.3	8	2.1	-0.6	-3	-0.3	-1.6	12	-1
CCOC(=O)C1=C(C)NC(C)=C(C(=O)OCC)C1C(=O)OCC(=O)NCc1ccccc1	·	-1	-0.2	0.3	1	0.0	-4.0	15	5

Screening results as filed in PubChem BioAssay.

Rows were taken by chance, and some 4.7% of all compounds hit somewhere here.
